Screening data (PubChem BioAssay)
RSV antiviral HEp-2: inhibition of RSV-induced cytopathic effect – HEp-2 cells, primary 10 µM value included (AID 2391); HEp-2 cells, RSV-induced CPE inhibition; higher % means a stronger effect; CPE inhibition, % at 10 µM, or IC50 in µM where a hit was titrated; hit rate 0.13% among 310,000; in the data active means a potency from the dose series; further: strong numbers were not always called active
T cell HTS: modulates CD8 T cell binding to vesicles | hit rate 0.068% among 330,000 | 2C CD8+ T cell-vesicle binding, flow cytometry; stronger effect = lower value | calls only at 7 µM;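 active means response, share of CD8 T cells binding vesicles, and their 90th percentile fluorescence all below set limits, cut at about 80% in these data, passing the limit was not always enough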
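Assay system: 2C TCR transgenic mouse naive CD8+ T cells, MACS-purified | Read-out: CD8+ gate FL2 mean fluorescence as % of same-row positive control | Signal: High-throughput flow cytometry with anti-B7-1 and anti-CD8 staining | Timing: Binding step 1.5 h, 37 °C, antibody labelling 20 min, ice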
TNAP activation fold: stimulation of alkaline phosphatase TNAP activity – biochemical, luminescent, no phosphate acceptor, uHTS, primary screen (AID 1001); purified TNAP, luminescent activation assay, no phosphate acceptor; higher activation fold means a stronger effect; activation fold at 20 µM, or EC50 in µM where a hit was titrated; hit rate 0.03% among 200,000; in the data active means activation fold from about 3, or a potency from the dose series; inactive means the rest, 99 in 100 with activation fold below about 1.6; further: many of its hits are not listed in these tables
Large T inhibition: SV40 large T antigen inhibitors, biochemical (AID 1903); SV40 large T antigen ATPase/helicase inhibition assay; higher % means a stronger effect; one-dose inhibition, % at 20 µM; IC50 in µM for titrated hits; hit rate 0.39% among 310,000; in the data active means a potency from the dose series; further: strong numbers were not always called active
NTR1 agonist: NTR1-driven beta-arrestin-GFP spot formation – imaging, U2OS cells, high content, primary screen (AID 493036) | agonist mode | activation, % at 20 µM | hit rate 0.17% among 330,000;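 active means activation at or above 40% of the spot to cytoplasm intensity ratio, with at least 20 cells analyzed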;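 further: 0% = DMSO without peptide and 100% = 100 nM NTR1 peptide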
Target sequence (P30989 whole entry, looked up): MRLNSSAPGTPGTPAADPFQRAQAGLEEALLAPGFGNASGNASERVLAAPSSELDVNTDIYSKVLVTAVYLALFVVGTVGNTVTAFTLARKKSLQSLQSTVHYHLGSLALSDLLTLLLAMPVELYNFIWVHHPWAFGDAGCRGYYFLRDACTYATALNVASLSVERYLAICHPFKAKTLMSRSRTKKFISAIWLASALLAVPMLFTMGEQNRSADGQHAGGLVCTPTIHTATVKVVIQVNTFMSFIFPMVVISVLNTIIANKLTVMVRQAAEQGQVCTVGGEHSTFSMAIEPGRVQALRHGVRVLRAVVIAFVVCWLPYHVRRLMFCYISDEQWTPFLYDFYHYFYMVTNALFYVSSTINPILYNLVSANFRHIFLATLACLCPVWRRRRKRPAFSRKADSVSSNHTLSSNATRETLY
K1F lysis inhibition: inhibition of K1F phage lysis, E. coli UTI89, bacterial capsule biogenesis inhibitors, alamar blue (AID 488966); hit rate 0.02% among 340,000; inhibition, % at 100 µM; hits with a dose series show IC50 in µM; E. coli UTI89 K1F phage lysis, alamar blue, 2 h; higher % means a stronger effect;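 active means phage lysis inhibition, versus mean bacterial control, above a set limit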;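 further: capsule biogenesis inhibitors block K1F phage lysis so surviving cells raise fluorescence; higher fluorescence means more inhibition of phage lysis; actives were called in the ten point dose series up to 300 µM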
Rac1 GTP hydrolysis: MgcRacGAP GTPase-activating activity inhibitors, confirmation, biochemical, ADP Hunter fluorescence; MgcRacGAP-stimulated Rac1 GTP hydrolysis, ADP Hunter fluorescence; higher % means a stronger effect; GST-tagged Rac1 F28L mutant substrate; one-dose inhibition, % at 30 µM; IC50 in µM for titrated hits; hit rate 0.6% among 340,000; AID 624330;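 active means first-screen hits whose inhibition reached a set limit at any dose in the follow-up dose series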;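 further: fluorescence reports GDP produced by GAP-driven GTP hydrolysis; strong numbers were not always called active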
Myeloid diff MLP: compounds promoting myeloid differentiation | ER-HoxA9 myeloid progenitors, lysozyme-GFP differentiation, flow cytometry | calls only at 10 µM | hit rate 1% among 360,000 | AID 624256;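 active means normalized GFP-positive differentiation at or above the plate's own cutoff, the solvent-only control mean plus 3 SD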;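 further: cells exposed to compound for four days before flow analysis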
Salmonella PhoP GFP: PhoP-dependent GFP reporter repression – Salmonella Typhimurium, primary screen (AID 1863); one-dose inhibition, % at 50 µM; IC50 in µM for titrated hits; S. Typhimurium PhoP-regulated promoter GFP reporter, 4 h; higher % means a stronger effect; hit rate 0.16% among 300,000;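 active means inhibition over 29.93%, a cutoff 3 SD above the screen mean, later confirmed by dose response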;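 further: 0% = low Mg2+ inducing control and 100% = high Mg2+ repressing control; strong numbers were not always called active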
T cell HTS vesicle-bound %: recorded beside T cell HTS, whose call it bears; double positive events, %; measured here: CD8+ vesicle-bound cell fraction;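 binding gate set so that unloaded-vesicle control wells show 10% double positive cells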
NTR1 agonist cell count 20 µM: also measured in NTR1 agonist; calls as there; cell count; measured here: cell count, cytotoxicity flag
Myeloid diff MLP GFP+ MAC1+ %: also measured in Myeloid diff MLP; calls as there; GFP+ MAC1+ double positive, %; measured here: differentiation confirmed by MAC1 staining
An asterisk follows results filed as active; i = inactive; nt = not tested or not shown; [ ] = remark or other dose.

Sample of the layout:
SMILES	RSV antiviral HEp-2	T cell HTS	T cell HTS vesicle-bound %	TNAP activation fold	Large T inhibition	NTR1 agonist	NTR1 agonist cell count 20 µM	K1F lysis inhibition	Rac1 GTP hydrolysis	Myeloid diff MLP	Myeloid diff MLP GFP+ MAC1+ %	Salmonella PhoP GFP
O=c1c2ccccc2ncn1CCCCOc1ccc(Br)cc1	4.7%	i	27	1	11%	-0.6	51	-0.1%	5%	i	0.1	-6%
Cc1ccc(OCCNC(=O)CCc2ccccc2)cc1C	-0.9%	i	35	nt	6%	3.5	36	-0.6%	-2%	i	0.4	nt
CC(C)CN(C(=O)COC(=O)Cc1ccc(Cl)cc1)c1c(N)n(Cc2ccccc2)c(=O)[nH]c1=O	-1.2%	i	13	nt	5%	1.0	64	0.6%[50 µM]	4%	i	1.2	3%
Cc1[nH]nc2c1C(=O)CCC2	2.6%	i	54	1	-3%	-0.7	56	0.2%	5%	i	0.5	-6%
C/C(=C\C(=O)C(F)(F)F)Nc1ccc(C)cc1	1.1%	i	37	1.1	12%	-1.2	63	2.5%	7%	i	0.5	5%
Cc1cc(OCC(=O)Nc2ncn[nH]2)ccc1Cl	0.5%	i	32	nt	nt	-0.6	61	3.3%	6%	i	1.5	nt

The whole of this part, previewed entries included:
SMILES	RSV antiviral HEp-2	T cell HTS	T cell HTS vesicle-bound %	TNAP activation fold	Large T inhibition	NTR1 agonist	NTR1 agonist cell count 20 µM	K1F lysis inhibition	Rac1 GTP hydrolysis	Myeloid diff MLP	Myeloid diff MLP GFP+ MAC1+ %	Salmonella PhoP GFP
O=c1c2ccccc2ncn1CCCCOc1ccc(Br)cc1	4.7%	i	27	1	11%	-0.6	51	-0.1%	5%	i	0.1	-6%
Cc1ccc(OCCNC(=O)CCc2ccccc2)cc1C	-0.9%	i	35	nt	6%	3.5	36	-0.6%	-2%	i	0.4	nt
CC(C)CN(C(=O)COC(=O)Cc1ccc(Cl)cc1)c1c(N)n(Cc2ccccc2)c(=O)[nH]c1=O	-1.2%	i	13	nt	5%	1.0	64	0.6%[50 µM]	4%	i	1.2	3%
Cc1[nH]nc2c1C(=O)CCC2	2.6%	i	54	1	-3%	-0.7	56	0.2%	5%	i	0.5	-6%
C/C(=C\C(=O)C(F)(F)F)Nc1ccc(C)cc1	1.1%	i	37	1.1	12%	-1.2	63	2.5%	7%	i	0.5	5%
Cc1cc(OCC(=O)Nc2ncn[nH]2)ccc1Cl	0.5%	i	32	nt	nt	-0.6	61	3.3%	6%	i	1.5	nt
COc1ccc(Nc2nc(C)nc3sc4c(c23)CCC4)cc1O	0.5%	i	7	0.6	6%	1.3	36	nt	nt	i	0.1	-8%
O=S(=O)(N/N=C/c1ccc2c(c1)OCO2)c1ccc(Br)cc1	0.8%	i	60	nt	1%	-1.2	43	-0.8%[50 µM]	7%	i	0.3	-1%
COc1ccccc1CNC(=O)c1cn(C)c2ccc(S(=O)(=O)N3CCCC3)cc2c1=O	4.2%	i	51	0.6	19%	-1.5	37	-0.2%	4%	i	0.3	-6%
CSc1nccc(NC(=O)c2ccc(C(C)(C)C)cc2)n1	4.4%	i	49	nt	8%	4.7	97	-0.1%	5%	i	0.1	-3%
Cn1cccc1C(=O)NCC1CCCCC1	0.7%	i	22	nt	0%	0.3	66	-0.2%	8%	i	0.6	4%
Cc1ccc(C2=[N+]([O-])C3(CCCCC/C3=N\O)N(O)C2(C)C)o1 (centres undefined)	-0.2%	i	40	1.1	5%	-0.3	50	1.6%	3%	i	0.2	-6%
O=C(CSc1ncccc1-c1nc2ccccc2[nH]1)NC1CC1	-0.8%	i	25	1.1	-1%	-1.2	64	0.3%	9%	i	7.8	-1%
COCCN(C(=S)Nc1cccc(OC)c1)C1CCN(C(C)=O)CC1	0.3%	i	38	1.1	7%	0.3	54	1.3%	-11%	i	0.4	-6%
Cc1ccc(NC(=S)NN(C)c2cc(C)nc(C)n2)cc1	5.0%	i	44	1.1	32%	3.3	56	0.2%	12%	i	0.9	10%
COc1ccc(C(=O)NCCc2nnc3ccc(SCC(=O)NCc4ccccc4)nn23)cc1	2.7%	i	13	nt	11%	1.7	57	0.8%[50 µM]	5%	i	0.0	-6%
O=C(C1CCC(=O)N1Cc1ccccc1Cl)N1CCN(c2cccc(Cl)c2)CC1 (centres undefined)	-0.1%	i	46	1.1	-2%	0.8	55	-1.4%	-4%	nt	nt	-4%
Cn1c(=O)c(-c2ccccc2[N+](=O)[O-])c(Cl)c2ccccc21	5.5%	i	56	nt	3%	0.8	56	-1.8%	13%	i	0.7	-1%
COc1ccc(NC(=O)CN(C)C(=O)Cc2c[nH]c3ccccc23)cc1	0.6%	i	47	nt	nt	0.8	70	0.4%[50 µM]	17%	i	0.9	nt
CC(C(=O)NCc1ccccc1)N1C(=O)CN(C)C(=O)c2ccccc21 (centres undefined)	0.7%	i	44	1.2	5%	1.0	34	1.7%	10%	i	1.1	0%
CCCCn1c(N)c(N(CCC(C)C)C(=O)COC(=O)c2sccc2C)c(=O)[nH]c1=O	-0.4%	i	24	nt	nt	6.8	55	1.6%[50 µM]	1%	i	0.5	nt
Oc1ccc(C[C@@H]2CNCCN2CCc2cccc(F)c2)cc1	-1.6%	i	40	nt	20%	-0.6	73	0.8%	10%	i	0.1	-1%
CCOC(=O)c1sc(=NC(=O)c2ccc(S(=O)(=O)N(C)c3ccccc3)cc2)n(C)c1C	0.4%	i	38	1	5%	1.8	91	0.0%	-3%	i	0.8	-10%
O=C(c1ccc(-n2cnnn2)cc1)N(C1CCCCC1)C1CCCCC1	2.8%	i	41	1	4%	-0.1	56	0.1%	7%	i	0.6	-8%
CCc1c(C)nc2[nH]nc(-c3ccccc3)n2c1=O	2.4%	i	20	0.7	-6%	0.5	65	i	12%	i	0.8	-9%
CCCc1nc2ccccc2c(C(=O)O)c1CC	1.0%	i	33	1.1	-3%	-2.8	54	-1.1%	-2%	i	0.2	14%
CSc1ncccc1C(=O)OCC(=O)NCc1ccccc1	1.5%	i	52	nt	nt	-0.6	50	1.0%[50 µM]	1%	i	0.3	nt
CCN1C(=O)/C(=C/c2c(C)nn(C)c2C)SC1=S	6.4%	i	26	1.1	16%	-1.6	48	0.5%	0%	i	12	-7%
COc1ccccc1NC(=O)CN1CCN(CC(=O)Nc2ccc(C)c(F)c2)CC1	5.6%	i	50	nt	6%	1.0	86	-0.1%	3%	i	1.2	-5%
Cc1ccccc1OCCn1c(=S)[nH]c2c(N)ncnc21	15%	i	21	nt	35%	-0.5	90	-0.2%	42µM*	i	1.3	13%
CN(C1CCCCC1)S(=O)(=O)c1cc2c(cc1Cl)NC(=O)CO2	5.1%	i	12	nt	2%	4.2	71	0.1%	16%	i	4.2	-7%
Cc1nc(N2CCN(Cc3ccccc3)CC2)nc2c1C(=O)CCC2	9.4%	i	19	1.1	1%	nt	nt	0.2%	11%	i	1.7	17%
Cc1ccc(OCCN2C(=O)CSC2=O)cc1	0.4%	i	49	1.2	5%	-0.6	77	0.0%	9%	i	1.1	5%
COc1ccccc1CNc1ncnc2sccc12	-0.7%	i	12	nt	11%	0.2	40	0.0%	1%	i	2.2	6%
c1ccc(-c2cc3ccccc3cn2)cc1	nt	i	49	nt	nt	-0.4	63	1.3%	13%	i	0.5	nt
CCN(CC)S(=O)(=O)c1ccc(C(=O)Nc2nnc(NC(=S)Nc3ccccc3)s2)cc1	3.4%	i	12	nt	28%	2.8	52	0.6%	12%	i	0.3	-11%
CCOc1ccc2nc(NS(=O)(=O)c3cccs3)sc2c1	1.4%	i	57	nt	15%	0.9	62	0.3%	9%	i	0.4	-2%
C=CCOc1ccc(C(=O)N(Cc2ccc(N(C)C)cc2)C2CCS(=O)(=O)C2)cc1 (centres undefined)	0.8%	i	32	1	12%	-1.9	66	-0.4%	5%	i	0.7	-9%
Clc1cccc(CN2CCN(c3nc4nonc4nc3NC3CC3)CC2)c1	1.4%	i	57	1	-1%	1.5	84	1.2%	7%	i	0.3	-1%
COc1cccc(NC(=O)CN(C)C(=O)c2cc(-c3ccccc3)nc3ccccc23)c1	2.4%	i	20	nt	0%	5.4	41	1.1%[50 µM]	8%	i	0.4	-4%
CC(=O)c1cn(C)c(=O)[nH]c1=O	0.8%	i	58	1.1	8%	-0.5	35	nt	nt	i	0.6	-4%
CC(C)CCN1CCN(Cc2cnc(N3CCCC3)s2)CC1CCO (centres undefined)	-2.2%	i	36	1.1	5%	-0.2	56	-0.2%	10%	i	0.5	-9%
COc1ccc(S(=O)(=O)N2CCC(C(=O)NCc3ccco3)CC2)cc1	0.2%	i	26	1	4%	-2.0	82	0.5%	7%	i	0.5	12%
CCN(CC)S(=O)(=O)c1ccc2oc(C(=O)N3CCOCC3)c(C)c2c1	2.0%	i	20	1.1	5%	0.1	98	0.9%	7%	i	0.5	11%
